Bioassay records as filed in PubChem.
bIAP inh – blocks bovine intestinal alkaline phosphatase activity; 190,000 tested, under 10 active; purified bovine IAP, CDP-star luminescence, 30 min; inhibition, % at 20 µM;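 active = over 50% inhibition of intestinal alkaline phosphatase at 20 µM in the single-dose screen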
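System: Purified bovine intestinal alkaline phosphatase (IAP) enzyme | Input: IAP diluted 1/65,000,000 in the well | Also added: CDP-star chemiluminescent phosphatase substrate, 30 µM final | Dosing: 20 µM single dose | Times: Enzyme reaction for 30 min at room temperature | Detection: Luminescence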
TR-FRET SRC-2 ct – TR-FRET artefact, counter-screen to PPARgamma/SRC-2 agonist assay; hits give high values; TR-FRET ratio at 8 µM; actives 0.4% (n = 200,000); AID 1049; in the data active = TR-FRET ratio above about 2000; also: inactives centre near 1500
STAT1 inh – inhibitors of IFN-gamma induced STAT1 signaling; inhibition, % at 5.5 µM; actives 0.35% (n = 200,000); NIH 3T3 STAT1-luciferase reporter, luminescence; AID 920;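 active = inhibition above a set limit, the mean inhibition across all tested compounds plus 3 SD, cut at about 34% in these data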;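 also: 0% = IFN-gamma with DMSO and 100% = IFN-gamma with 300 µM nifuroxazide; values of inactives mirror those of a sister screen read the other way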
ROMK primary – modulates human ROMK potassium channel activity. Tet-inducible ROMK, thallium flux fluorescence; actives lie on both sides. B-score at 10 µM. AID 1918. P48048. actives 2% (n = 130,000);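 active = signal ratio slope over the read window, or its plate-corrected B-score, at least 3 SD from the plate mean, either direction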;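 also: B-score of the F/F0 ratio slope over 7 to 12 s after thallium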
Target sequence (P48048 whole entry, looked up): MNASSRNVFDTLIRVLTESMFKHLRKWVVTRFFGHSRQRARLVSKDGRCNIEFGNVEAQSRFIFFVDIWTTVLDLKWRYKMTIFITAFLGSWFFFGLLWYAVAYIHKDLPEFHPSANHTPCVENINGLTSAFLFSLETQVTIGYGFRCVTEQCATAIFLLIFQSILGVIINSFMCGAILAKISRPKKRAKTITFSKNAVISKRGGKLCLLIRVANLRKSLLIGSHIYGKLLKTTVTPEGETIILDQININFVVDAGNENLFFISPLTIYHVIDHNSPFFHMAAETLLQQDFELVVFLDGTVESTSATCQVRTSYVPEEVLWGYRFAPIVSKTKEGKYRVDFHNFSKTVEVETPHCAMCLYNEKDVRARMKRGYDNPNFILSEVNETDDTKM
PPARg SRC-3 ag – PPARgamma-driven SRC-3 recruitment agonism; activation, % at 8 µM; actives 0.26% (n = 200,000); P37231; biochemical PPARgamma/SRC-3 coactivator recruitment assay; AID 731; in the data active = activation above about 23%;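 also: 0% = DMSO and 100% = reference agonist; some compounds past the cut are filed as inactive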
Target sequence (P37231 whole entry, looked up): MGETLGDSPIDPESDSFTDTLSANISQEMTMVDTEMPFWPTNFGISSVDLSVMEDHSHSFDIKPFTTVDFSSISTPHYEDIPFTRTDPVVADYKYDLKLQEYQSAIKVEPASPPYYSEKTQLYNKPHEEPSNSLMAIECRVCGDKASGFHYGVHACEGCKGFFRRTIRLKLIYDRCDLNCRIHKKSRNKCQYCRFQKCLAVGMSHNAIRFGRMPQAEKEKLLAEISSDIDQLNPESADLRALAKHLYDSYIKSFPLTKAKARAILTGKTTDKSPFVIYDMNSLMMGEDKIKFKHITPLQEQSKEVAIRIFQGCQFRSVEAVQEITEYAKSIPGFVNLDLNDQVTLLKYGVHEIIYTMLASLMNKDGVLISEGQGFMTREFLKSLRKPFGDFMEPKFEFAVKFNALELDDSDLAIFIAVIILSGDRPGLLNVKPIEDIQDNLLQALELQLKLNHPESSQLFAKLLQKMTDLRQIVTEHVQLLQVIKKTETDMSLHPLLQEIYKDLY
bIAP act – intestinal alkaline phosphatase (bovine) activation | purified bovine IAP, CDP-star luminescence, 30 min; hits give high values; fold of DMSO-control signal, blank-subtracted | activation factor at 20 µM | actives 0.17% (n = 200,000);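 active = activation factor of 2 or more at 20 µM, a signal rise over negative controls twice the positive control's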
STAT3 act – STAT3 signaling activation; U3A cells, IL-6 STAT3-luciferase reporter, luminescence; 100% = signal with IL-6 EC80 alone; activation (% of control), % at 5.6 µM; actives 0.91% (n = 190,000); AID 871;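 active = activation above the screen-wide mean of compound activation plus 3 SD, cut at about 130% in these data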;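 also: 0% = background luminescence of wells with medium and substrate only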
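Material: human U3A cells carrying STAT3-luciferase construct. Measured by: reporter luminescence signal. Timing: compound 1 h, then IL-6 6 h at 37 °C.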
PPARg SRC-2 ag – promotes SRC-2 coactivator recruitment by human PPARgamma; P37231; PPARgamma LBD-SRC-2 recruitment, biochemical; activation, % at 8 µM; actives 0.34% (n = 200,000); in the data active = activation above about 22%;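 also: 0% = vehicle and 100% = reference agonist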
PPARg SRC-1 ag – agonists of human PPARgamma SRC-1 coactivator recruitment | P37231 | PPARgamma-SRC-1 coactivator recruitment biochemical assay | activation, % at 8 µM | actives 0.41% (n = 200,000) | AID 631; in the data active = activation above about 19%;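 also: 0% = DMSO and 100% = reference agonist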
TNAP act hiacc – activators of human TNAP at high phosphate acceptor concentration | P05186 | activation factor at 20 µM | purified TNAP, CDP-star luminescence, 1 M DEA, 30 min; hits give high values; 0 = EDTA background, 1 = DMSO-only activity | AID 1136 | 200,000 tested, under 10 active;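 active = activation factor at least 2 at 20 µM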
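Dosing: 20 µM single point. System: human TNAP. Amount: TNAP 1/800 final. Incubation: 30 min, room temperature. Read-out: TNAP activation factor scaled between EDTA and DMSO control wells. Signal: luminescence from CDP-star hydrolysis. Medium: 1 M DEA, pH 9.8, Mg2+, Zn2+. Control set: EDTA negative control, DMSO positive control.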
STAT3 inh – reduces IL-6 driven STAT3 reporter signal. U3A cells, IL-6 STAT3-luciferase reporter, luminescence; host cell line lacks STAT1. inhibition, % at 5.5 µM. actives 0.89% (n = 190,000). AID 862;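 active = inhibition above the mean inhibition across all screened compounds plus 3 SD, cut at about 44% in these data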;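 also: 0% = DMSO only wells and 100% = 100 µM nifuroxazide control wells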
Numbers without * were called inactive; x = no result given.

SMILES	bIAP inh	TR-FRET SRC-2 ct	STAT1 inh	ROMK primary	PPARg SRC-3 ag	bIAP act	STAT3 act	PPARg SRC-2 ag	PPARg SRC-1 ag	TNAP act hiacc	STAT3 inh
CCCn1c(NCc2cccc(OC)c2O)nc2ccccc21	5	1443	-1	-0.2	-2	1	111	3	-2	1	-10
Fc1ccc(NC2=NCCCCC2)cc1	4	1694	11	0.32	0	1	100	15	8	1	6
O=C(OC1CCCCC1)c1ccc2c(c1)C1C=CCC1C(C(=O)O)N2 (centres undefined)	6	2020*	0	x	5	0.9	114	19	4	1	-10
O=C(Nc1ccon1)c1cccc(S(=O)(=O)N2CCCCC2)c1	9	1513	11	-0.2	-1	0.9	114	3	5	1.1	-10
C=CCNc1nnc(Sc2ncccc2[N+](=O)[O-])s1	0	1746	26	0.37	5	1	86	12	6	1	23
S=C(NC1CCCCCC1)NC1CCCC1	15	1666	4	-0.31	6	0.9	96	5	-3	1	9
CCCCNc1ccc2nsnc2c1[N+](=O)[O-]	7	1636	-8	0.5	1	0.9	99	-3	3	0.9	3
CCCNC(=O)c1ccc(C2SCC(=O)N2CCc2ccccc2)cc1 (centres undefined)	4	1634	0	-0.67	1	1	104	-4	2	1	-4
COc1ccc2nc(C)cc(SCC(=O)N3CCCCC3)c2c1	-5	1638	4	0.044	-3	1	100	0	0	1.1	6
O=C(/C=C/c1ccccc1)NC(=S)NNS(=O)(=O)c1ccccc1	-22	1659	1	-0.16	1	1.2	100	-5	3	1	9
CCN(CC(=O)NCc1ccc(F)cc1)CC(=O)Nc1ccc(S(=O)(=O)N2CCCC2)cc1	-12	1378	-1	-0.11	3	1.1	106	-1	-6	1	-3
O=c1c(Cc2ccc(Cl)cc2Cl)c(O)ccn1Cc1ccncc1	0	1650	-1	0.83	4	1	109	7	5	1	1
Cc1cc(C)n(CC(=O)N/N=C/c2cc(Br)cc([N+](=O)[O-])c2O)n1	-13	1285	-3	0.18	-6	1.1	103	-1	-3	0.8	-2
O=c1cc(CSc2nc(NCc3ccccc3)c3ccccc3n2)nc2ccc(Cl)cn12	-7	1500	10	x	-3	1.1	97	-3	-12	1	6
O=C(CCSc1ccccc1)Nc1ccc(OCc2ccccc2)cc1	8	1620	-3	x	5	0.9	102	11	4	1	7
CCCCCCCN=CC1=C(O)CC(c2ccccc2)CC1=O (centres undefined)	0	1533	9	0.93	5	1	108	-2	4	1	-5
Cc1ccc2c(c1)NCC(C(=O)NC1CCCCC1)O2 (centres undefined)	0	1582	-5	1.3	-2	1	95	3	2	1.1	8
CC(=O)N1CSCC1C(=O)O (centres undefined)	6	1577	-13	0.84	18	0.9	100	13	8	1	1
CC1(C(=O)Nc2cccc(S(=O)(=O)N3CCOCC3)c2)Cc2ccccc2C(=O)O1 (centres undefined)	-2	1732	11	0.6	3	1	95	9	6	1	7
S=c1[nH]nc(CCc2ccccc2)n1-c1ccc(Cl)cc1	-14	1619	-10	1.3	6	1.1	92	4	11	1	12

By substructure, those above with a COOH group.
SMILES	bIAP inh	TR-FRET SRC-2 ct	STAT1 inh	ROMK primary	PPARg SRC-3 ag	bIAP act	STAT3 act	PPARg SRC-2 ag	PPARg SRC-1 ag	TNAP act hiacc	STAT3 inh
O=C(OC1CCCCC1)c1ccc2c(c1)C1C=CCC1C(C(=O)O)N2 (centres undefined)	6	2020*	0	x	5	0.9	114	19	4	1	-10
CC(=O)N1CSCC1C(=O)O (centres undefined)	6	1577	-13	0.84	18	0.9	100	13	8	1	1

(next part)
SMILES	bIAP inh	TR-FRET SRC-2 ct	STAT1 inh	ROMK primary	PPARg SRC-3 ag	bIAP act	STAT3 act	PPARg SRC-2 ag	PPARg SRC-1 ag	TNAP act hiacc	STAT3 inh
O=C(Cc1cccs1)N1CCN(C(=O)C2CCCO2)CC1 (centres undefined)	-2	1358	-3	x	-7	1	106	2	-10	1	-4
CCN(CC)S(=O)(=O)c1cccc(C(=O)N/N=C/c2ccccc2OCC(=O)O)c1	0	1648	10	-0.57	1	1	96	2	4	1.1	5
CC(=O)c1c(Nc2ccccc2)sc(C(=O)c2ccccc2)c1C	7	1650	8	-0.89	0	0.9	100	13	1	1	-2
CCS(=O)(=O)NCc1csc(-c2ccccc2)n1	8	1367	-4	x	4	0.9	91	1	-3	1	11
O=C(CSc1ncccn1)Nc1ccccc1	5	1549	2	0.41	7	0.9	110	1	4	0.9	-8
COc1cccc(Cn2nnc(C(=O)NCc3ccccc3Cl)c2N)c1	28	1563	-5	x	9	0.7	108	4	1	1.1	-5
Cc1ccc(-n2nc3c(Cl)nnc(C)c3c2C)cc1	7	1480	-7	x	-1	0.9	91	-2	-4	1.1	12
OC(COCC1CC=CCC1)Cn1cnc2ccccc21 (centres undefined)	-5	1722	0	-1.4	-8	1	99	3	-7	1.1	0
CC(C)(CCl)C(=O)Nc1ccc(OC(F)(F)F)cc1	-3	1559	6	x	5	1	100	-10	-6	1.1	3
Cc1nonc1OC(C)CNc1ccc([N+](=O)[O-])cc1 (centres undefined)	33	1493	1	-1.6	1	0.7	102	0	-1	1	6
CCCc1cc2c(cc1NC(=O)c1ccc(Br)cc1)OCO2	0	1686	-3	-0.44	5	1	99	4	3	1	6
COc1ccc(N2CCN(C(=O)c3ccc(Cl)c(S(=O)(=O)N4CCCC4)c3)CC2)cc1	-7	1379	12	0.37	-6	1.1	99	-6	-8	1	3
O=C(O)CCS(=O)(=O)c1ccc(-c2ccccc2)cc1	4	1404	10	x	-3	1	98	-4	-7	1	5
CC(C)(C)c1ccc(C(=O)Nc2ccccc2Cl)cc1	10	1474	-16	-0.68	7	0.9	74	5	5	1	34
COc1ccc(Cl)cc1Nc1nc(-c2sc(NC(=O)CC(C)C)nc2C)cs1	9	1750	-5	x	-1	0.9	100	9	-1	1	4
COC(=O)c1ccc(C)c(NC(=O)c2c(-c3ccccc3)noc2C)c1	6	1825	8	0.82	0	0.9	101	3	7	1	4
COc1cc2c(cc1NC(=O)COc1ccc3ccccc3c1)oc1ccccc12	9	1507	1	x	-5	0.9	99	1	4	1.1	8
COc1ccc(NC(=O)c2cc(C3CC3)on2)c(OC)c1	12	1619	-19	x	1	0.9	105	1	7	1	-6
c1coc(CNc2nc3sc4c(c3c3ncnn23)CCCC4)c1	4	1648	-6	x	1	1	107	2	5	1	-1
O=C(/C=C/c1ccc(F)cc1)NCCC1=CCCCC1	14	1511	-19	-2	3	0.9	106	4	3	1.1	-1

Single records, as listed above. Values in the order: bIAP inh | TR-FRET SRC-2 ct | STAT1 inh | ROMK primary | PPARg SRC-3 ag | bIAP act | STAT3 act | PPARg SRC-2 ag | PPARg SRC-1 ag | TNAP act hiacc | STAT3 inh
Record of `COc1cc2c(cc1NC(=O)COc1ccc3ccccc3c1)oc1ccccc12` → 9 | 1507 | 1 | x | -5 | 0.9 | 99 | 1 | 4 | 1.1 | 8
Record of `O=C(O)CCS(=O)(=O)c1ccc(-c2ccccc2)cc1` → 4 | 1404 | 10 | x | -3 | 1 | 98 | -4 | -7 | 1 | 5

Only PPARg SRC-3 ag, TR-FRET SRC-2 ct and STAT3 act, for two of the compounds above:
smiles | PPARg SRC-3 ag | TR-FRET SRC-2 ct | STAT3 act
COc1cc2c(cc1NC(=O)COc1ccc3ccccc3c1)oc1ccccc12 | -5 | 1507 | 99
COc1ccc(NC(=O)c2cc(C3CC3)on2)c(OC)c1 | 1 | 1619 | 105

(more compounds)
SMILES	bIAP inh	TR-FRET SRC-2 ct	STAT1 inh	ROMK primary	PPARg SRC-3 ag	bIAP act	STAT3 act	PPARg SRC-2 ag	PPARg SRC-1 ag	TNAP act hiacc	STAT3 inh
O=C(Nc1ccccc1)C1CCCN(C(=O)c2ccc(Cl)cc2)C1 (centres undefined)	-4	1532	-5	1.3	-2	1	97	-6	2	1	6
CC1CCN(C(=O)Cn2c(=O)n(-c3ccc(F)cc3)c(=O)c3sccc32)CC1	8	1607	17	0.68	7	0.9	99	-5	6	1.1	4
S=C(Nc1ccccc1)N1CCCCCC1	3	1533	-4	x	7	1	103	5	7	1	-3
CCOC(=O)c1nn(-c2ccccc2)c(=O)c2c(N)scc12	13	1313	4	-0.51	6	0.9	114	-2	0	1	-8
Cc1cc(C(F)F)n2nc(C(=O)Nc3ccc(S(=O)(=O)N4CCCC4)cc3)nc2n1	12	1427	2	0.2	-20	0.9	97	-7	-1	0.9	5
COc1ccc(C2C(C(=O)Nc3cccnc3)=C(C)Nc3nc(-c4cccs4)nn32)cc1OC (centres undefined)	-9	1472	3	x	11	1.1	101	9	-6	1.1	4
CCN(CC)C(=O)CSc1nc2c(sc(=S)n2-c2ccccc2)c(=O)[nH]1	2	1536	6	-0.87	-1	1	99	2	-1	1	6
O=C(NNC(=S)Nc1ccc(F)c(Cl)c1)c1ccccc1Br	11	1585	-12	0.25	4	0.9	91	4	-2	1	13
O=C1[C@@H]2Cc3ccccc3CN2C(=O)N1c1cccc(F)c1	4	1491	1	0.67	11	1	79	5	7	0.9	28
C/C(=N\NS(C)(=O)=O)c1ccccc1	10	1664	4	0.28	3	0.9	95	11	9	1	12
O=[N+]([O-])c1ccn(-c2nc(-c3ccccc3)cc(C(F)(F)F)n2)n1	14	1471	7	0.32	1	0.9	90	1	3	1	14
CN1C(=O)/C(=C/c2ccc3c(c2)OCO3)N=C1c1ccccc1	-8	1487	2	x	-1	1.1	92	5	2	1	12
COc1ccc(CN(Cc2cc3cccc(C)c3n3nnnc23)C(=O)N2CCOCC2)cc1	5	1640	4	0.32	4	0.9	103	10	-3	1	3
